High-throughput results (PubChem)
H37Rv inhibition: M. tuberculosis growth inhibition, HTS (AID 449762); M. tuberculosis H37Rv growth inhibition, 7H9 media; higher % means a stronger effect; inhibition, % at 25 µM; hits with a dose series show IC50 in µM; actives 0.59% (n = 330,000); in the data active means a potency from the dose series; inconclusive means inhibition above about 70% without an active follow-up result;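 further: bacterial growth assessed after seven days of incubation; strong numbers were not always called active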
VEEV TC-83 Vero: inhibitors of VEEV TC-83 cytopathic effect, confirmation, Vero cells (AID 588727). Vero cells, VEEV TC-83 cytopathic effect inhibition; higher % means a stronger effect. actives 0.13% (n = 350,000). inhibition, % at 20 µM; hits with a dose series show IC50 in µM; in the data active means a potency from the dose series; inconclusive means inhibition mostly from about 14% at the one dose, without a potency; inactive means the rest, 99 in 100 with inhibition below about 12%; further: strong numbers were not always called active
M. tuberculosis: growth inhibition of non-replicating M. tuberculosis (AID 488890); Mycobacterium tuberculosis non-replicating, growth inhibition; higher % means a stronger effect; actives 0.39% (n = 320,000); inhibition, % at 25 µM; hits with a dose series show IC50 in µM; in the data active means a potency from the dose series; inconclusive means inhibition mostly from about 82% at the one dose, without a potency; inactive means the rest, 99 in 100 with inhibition below about 76%;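 further: plate controls were DMSO cells for no effect and high antibiotic wells for full effect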
Salmonella PhoP GFP: PhoP regulon inhibitors, Salmonella typhi PhoP promoter GFP reporter, confirmatory (AID 1850). Salmonella Typhi PhoP-promoter GFP reporter, fluorescence, 4 h; higher % means a stronger effect. actives 0.33% (n = 310,000). one-dose inhibition, % at 50 µM; IC50 in µM for titrated hits; in the data active means a potency from the dose series; inconclusive means inhibition mostly from about 25% at the one dose, without a potency; inactive means the rest, 99 in 100 with inhibition below about 19%;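 further: 0% = induced wells with vehicle and 100% = uninduced wells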
influenza NS1A: NS1A inhibition, H1N1 influenza, cell based functional assay (AID 504329) | NS1A functional cell-based assay, percent inhibition; higher % means a stronger effect | inhibition, % at 12.5 µM, or IC50 in µM where a hit was titrated | actives 0.3% (n = 340,000); in the data active means a potency from the dose series; inconclusive means inhibition above about 27% without an active follow-up result; further: strong numbers were not always called active
VEEV TC-83 Vero 10K pilot screen: recorded beside VEEV TC-83 Vero, whose call it bears; inhibition, %; measured here: 10K pilot screen inhibition
* marks the source's active call; other numbers are inactive results; i = inactive; ? = inconclusive; / = not tested or not shown.

SMILES	H37Rv inhibition	VEEV TC-83 Vero	M. tuberculosis	Salmonella PhoP GFP	influenza NS1A	others
O=C(CN1CCSCC1)N/N=C/c1ccc(F)cc1	-13%	0.6%	-6%	1%	-8%
CCCn1c(N)c(C(=O)CSc2n[nH]c(-c3ccc(C)cc3)n2)c(=O)[nH]c1=O	3%	7.8%	-1%	3%	-5%
CCN(Cc1cn2cccnc2n1)C1CCCCC1	-5%	0.9%	-1%	5%	-22%
CC1CC(C)CN(CCCNC(=O)c2cc3c(s2)-c2ccccc2OC3)C1 (stereo not drawn)	16%	9.0%	?	-3%	-8%
CN(CP(=O)(O)CN(C)S(C)(=O)=O)S(C)(=O)=O	-1%	i	3%	-23%	10%
CC1(OC(=O)C2CCCC2)C(=O)C=C2C=C3CCCCN3C=C2C1=O (stereo not drawn)	0%	1.4%	15%	9%	18%
CCOC(=O)CSc1nnc(-c2ccc(S(=O)(=O)N3CCOCC3)cc2)n1-c1ccccc1	-3%	3.5%	11%	-12%	6%
CCOC(=O)N1CCN(S(=O)(=O)c2ccc(C(=O)N(CCCN(C)C)c3nc4ccc(OC)cc4s3)cc2)CC1	-8%	i	/	-17%	14%
CCN1/C(=C/C=C/c2oc3ccc4ccccc4c3[n+]2CC)Oc2ccc3ccccc3c21	?	/	?	-72%	/
CC(C)=CCC/C(C)=C/CNC(=O)C[C@H]1C[C@H](C(=O)N2CCCCC2)[C@@]2(CCc3ccccc3)c3[nH]c4cc(-c5ccco5)ccc4c3CCN2C1=O	/	i	/	/	-5%
CCN(CC)c1ccc(S(=O)(=O)N2CCOCC2)cc1NC(=O)Nc1ccccc1	2%	0.1%	3%	/	-3%
COC(=O)CC(c1ccc(OC)c(OC)c1)c1ccc(OC)c(OC)c1	1%	0.8%	-22%	-11%	6%
CCC(C)(C)NC(=O)C(c1cccn1C)N(C(=O)Cn1nnc2ccccc21)c1ccc(OC)cc1OC (stereo not drawn)	8%	i	9%	2%	14%
O=C(NCCCn1ccnc1)c1cc(-c2cccs2)on1	-2%	4.7%	8%	-4%	-6%
CCOc1ccccc1NC(=S)N1CCN(c2ccccc2)CC1	-2%	i	0%	-3%	-1%
O=C1NC(=O)/C(=C\c2ccc(Br)o2)S1	-2%	0.1%	17%	-18%	4%
C(=N\c1nc2ccccc2n1CCN1CCCCC1)/c1ccc2c(c1)OCO2	-2%	3.6%	-4%	-3%	7%	VEEV TC-83 Vero 10K pilot screen=0.0
CCCNC(=O)N1[C@H]2CC[C@@H]1C(C(=O)OC)=C(c1ccc(OC)c(OC)c1)C2	-10%	0.4%	-8%	/	-19%
COc1ccc2[nH]c(C)c(CCN(Cc3cccs3)C(=S)Nc3ccccc3OC)c2c1	-12%	5.0%	/	-3%	14%
CCOC(=O)C1CCN(S(=O)(=O)CCNC(=O)c2ccc3c(c2)OCO3)CC1	-3%	3.8%	-9%	4%	-18%

By substructure, those above containing an aryl methoxy group
SMILES	H37Rv inhibition	VEEV TC-83 Vero	M. tuberculosis	Salmonella PhoP GFP	influenza NS1A	others
CCOC(=O)N1CCN(S(=O)(=O)c2ccc(C(=O)N(CCCN(C)C)c3nc4ccc(OC)cc4s3)cc2)CC1	-8%	i	/	-17%	14%
COC(=O)CC(c1ccc(OC)c(OC)c1)c1ccc(OC)c(OC)c1	1%	0.8%	-22%	-11%	6%
CCC(C)(C)NC(=O)C(c1cccn1C)N(C(=O)Cn1nnc2ccccc21)c1ccc(OC)cc1OC (stereo not drawn)	8%	i	9%	2%	14%
CCCNC(=O)N1[C@H]2CC[C@@H]1C(C(=O)OC)=C(c1ccc(OC)c(OC)c1)C2	-10%	0.4%	-8%	/	-19%
COc1ccc2[nH]c(C)c(CCN(Cc3cccs3)C(=S)Nc3ccccc3OC)c2c1	-12%	5.0%	/	-3%	14%

In the list so far, these contain a halogen:
SMILES	H37Rv inhibition	VEEV TC-83 Vero	M. tuberculosis	Salmonella PhoP GFP	influenza NS1A	others
O=C(CN1CCSCC1)N/N=C/c1ccc(F)cc1	-13%	0.6%	-6%	1%	-8%
O=C1NC(=O)/C(=C\c2ccc(Br)o2)S1	-2%	0.1%	17%	-18%	4%

The main list resumes, repeating the four entries before the break.
SMILES	H37Rv inhibition	VEEV TC-83 Vero	M. tuberculosis	Salmonella PhoP GFP	influenza NS1A	others
C(=N\c1nc2ccccc2n1CCN1CCCCC1)/c1ccc2c(c1)OCO2	-2%	3.6%	-4%	-3%	7%	VEEV TC-83 Vero 10K pilot screen=0.0
CCCNC(=O)N1[C@H]2CC[C@@H]1C(C(=O)OC)=C(c1ccc(OC)c(OC)c1)C2	-10%	0.4%	-8%	/	-19%
COc1ccc2[nH]c(C)c(CCN(Cc3cccs3)C(=S)Nc3ccccc3OC)c2c1	-12%	5.0%	/	-3%	14%
CCOC(=O)C1CCN(S(=O)(=O)CCNC(=O)c2ccc3c(c2)OCO3)CC1	-3%	3.8%	-9%	4%	-18%
O=C(NC1CCCCC1)c1n[nH]c2c1CCCCC2	2%	1.4%	-8%	-5%	-6%
COc1ccc(CCc2ccc3ccccc3n2)cc1	/	1.1%	/	/	-2%
COc1ccc(NS(=O)(=O)c2cccc(C(=O)N/N=C(\C)c3ccc(-n4ccnc4)cc3)c2)cc1	2%	1.1%	-1%	-9%	3%
O=C(COC(=O)c1ccc2ccccc2n1)Nc1ccccc1Br	11%	i	?	/	-2%
COC(=O)C1=C(c2ccc(C(C)=O)cc2)C[C@@H]2CC[C@H]1N2C(=O)NCc1ccc(F)cc1	3%	0.0%	6%	/	-2%
CC(=O)Nc1ccc(NC(=O)COC(=O)COc2ccc3ccccc3c2)cc1	11%	5.1%	14%	/	2%
Cc1ccc2[nH]c3c(c2c1)CC/C(=C/c1ccccc1)C3=O	-5%	2.1%	0%	10%	2%
CN(Cc1ccccc1)C(=O)COC(=O)c1cc(-c2ccc(Cl)s2)nc2ccccc12	51%	0.0%	9%	-5%	-3%
COC(=O)CC1C(=O)NCCN1C(=O)c1cc([N+](=O)[O-])ccc1Cl (stereo not drawn)	2%	i	-16%	1%	-21%
O=C(NCCc1ccccc1)/C(=C\c1ccc([N+](=O)[O-])cc1)NC(=O)c1ccco1	13%	11%	37%	-5%	-6%
CC(=O)N1CCc2c(sc(NC(=O)CCS(=O)(=O)c3ccc(C)cc3)c2C(N)=O)C1	-1%	3.2%	70%	-1%	-8%
COc1cc(C)ccc1OCc1cc(C(=O)N2C[C@H]3CC[C@H]2C3)no1	7%	i	17%	-1%	0%
O=C(COC(=O)Cc1ccc(S(=O)(=O)N2CCOCC2)s1)Nc1ccc([N+](=O)[O-])cc1	-2%	3.6%	12%	/	-3%
Cn1cc(CN2CCN(Cc3ccc4c(c3)OCO4)CC2)c(-c2ccccc2F)n1	10%	0.1%	-27%	-5%	-7%
CCn1ccnc1CNC(=O)c1cc(COc2ccc(F)cc2F)on1	3%	0.2%	11%	9%	4%
CCn1c(SCC(=O)NNC(=O)c2ccc(OC)cc2)nnc1C1CC1	-1%	1.5%	9%	-5%	5%
Cc1ccc(C(=O)COC(=O)CNC(=O)c2cccs2)cc1C	-4%	0.3%	-21%	3%	4%
COC(=O)c1sc(NC(=S)NC(=O)c2cccc(C)c2)nc1C	8%	1.8%	7%	6%	6%
Cc1ccc(-n2c(SCC(=O)NNC(=S)Nc3ccccc3)nc3ccccc3c2=O)cc1	-15%	11%	-10%	-1%	-1%
CCOc1ccccc1NC(=O)CN1CCN(C(=O)C2CCCO2)CC1 (stereo not drawn)	-4%	1.2%	-4%	-7%	1%
NC(=O)c1cc([N+](=O)[O-])ccc1NCc1cccc([N+](=O)[O-])c1	2%	0.5%	-12%	0%	7%
C/C(=N\NC(=O)C(N)=O)c1ccc(O)cc1O	3%	1.9%	-9%	14%	-9%
Cc1ccc(Cl)cc1N1CCN(C(=O)CSc2ccsc2[N+](=O)[O-])CC1	-10%	0.2%	-18%	-5%	6%	VEEV TC-83 Vero 10K pilot screen=0.3
Cc1nc(CN2CCCCC2)cc(=O)[nH]1	-4%	0.1%	-9%	-11%	1%
CN(C)CCN1C(=O)c2oc3ccc(Cl)cc3c(=O)c2C1c1cccc(Br)c1 (stereo not drawn)	3%	5.1%	?	5%	2%	VEEV TC-83 Vero 10K pilot screen=0.6
CC(C)(C)NS(=O)(=O)c1ccc(OCC(=O)N2CCN(Cc3ccccc3)CC2)cc1	0%	0.6%	-6%	-12%	-2%
CCCCCCSc1cc(-c2nc3cc(C)ccn3c2NC2CCCCC2)ccc1OC	7%	i	32%	4%	-9%
CCN(CC)C(=O)CSc1nc(N)c(-c2ccccc2)c(=O)[nH]1	-2%	0.7%	16%	-12%	-10%
COc1cccc(OCC(O)CN2CCC(C)CC2)c1 (stereo not drawn)	-8%	i	-4%	3%	-4%
COc1ccc(N2CCN(C(CNC(=O)C(=O)NCCC3=CCCCC3)c3ccco3)CC2)cc1 (stereo not drawn)	1%	0.9%	37%	-6%	0%
Cn1c(SCC(=O)NC2CCCC2)nnc1-c1ccco1	-4%	0.4%	5%	3%	7%
COc1ccc(CC(=O)NC(C)C2COc3ccccc3O2)cc1OC (stereo not drawn)	-5%	i	6%	0%	-2%
CN(C)c1cccc(Oc2nc3c(c(=O)n(C)c(=O)n3C)n2C)c1	3%	1.0%	-18%	0%	-9%
COC(=O)c1[nH]c2ccc(C)cc2c1NC(=O)CCN1CCN(Cc2ccc3c(c2)OCO3)CC1	11%	0.1%	10%	-9%	8%
O=c1cc(C2CCCCC2)[nH]c(=O)[nH]1	/	5.1%	/	/	4%
COc1cccc(N2CC(C(=O)Nc3ccc(F)cc3)CC2=O)c1 (stereo not drawn)	0%	11%	29%	-9%	1%
COc1ccc(NP(=O)(Oc2ccccc2OC)Oc2ccccc2OC)cc1	-1%	6.6%	-25%	-12%	12%
Cc1ccc2nc(SCC(=O)Nc3cccc(S(=O)(=O)NC4=NCCCCC4)c3)[nH]c2c1	-2%	2.6%	6%	4%	-13%
COc1ccc(S(=O)(=O)N2CCCCCC2)cc1NC(=O)Cc1n[nH]c(=O)c2ccccc12	/	6.8%	/	/	-4%
CCN1CCN(c2cc(C)c3cc(NC(=O)c4cccc(OC)c4)ccc3n2)CC1	4%	39%	11%	7%	-17%
CC1(C)C2([N+](=O)[O-])CN3CN(C2)CC1([N+](=O)[O-])C3	-7%	i	-10%	1%	-4%
O=[N+]([O-])c1ccc(OCCCCN2CCCCC2)cc1	8%	1.2%	-8%	-2%	-2%
COc1ccc(S(=O)(=O)N2CCN(CC(=O)Nc3cc(OC)cc(OC)c3)CC2)cc1	35%	4.5%	53%	0%	7%
O=C(NCc1cccs1)c1ccc(CS(=O)Cc2ccccc2Cl)o1 (stereo not drawn)	2%	1.2%	-4%	5%	8%
COc1ccc(OC)c(NC(=O)CSc2nnc(Cc3cccn3C)n2-c2ccc(F)cc2)c1	-8%	0.2%	19%	6%	7%
OC1=C(O)c2nc3cc(C(F)(F)F)ccc3nc21	-7%	i	-8%	1%	-24%
CCCC1=C/C(=C/c2ccc(-c3ccccc3OC)o2)C(=O)O1	44%	0.7%	30%	0%	-3%
C=CCNC(=O)c1c(N)n(-c2cccc(S(N)(=O)=O)c2)c2nc3ccccc3nc12	19%	4.8%	14%	-10%	-32%
O=C(CSCc1ccccc1)NCc1ccc2c(c1)OCO2	-1%	0.1%	-4%	-1%	-6%
CN(C)S(=O)(=O)c1ccc(NC(=O)c2ccc3ncsc3c2)cc1	-3%	/	4%	-2%	/
Cc1cc(C)n2nc(C(=O)OCCOc3cccc(Br)c3)nc2n1	-2%	1.5%	65%	-2%	-9%
CN1C(=S)SC(C)(C)C1N(O)C(=O)Nc1ccc(Cl)cc1 (stereo not drawn)	2%	1.8%	5%	-13%	-13%
CCCn1c(CCC(=O)O)ccc1-c1ccccc1	-1%	0.6%	7%	2%	-24%
O=C(Nc1ccc(F)cc1F)c1c(C(F)(F)F)ccnc1Oc1ccccc1	39%	i	2%	8%	/
Cc1cc(C)cc(N(CCC#N)C(=O)COC(=O)C2CCN(c3ccc(C(F)(F)F)cn3)CC2)c1	3%	4.4%	5%	2%	1%
